# Texas Red fluor = compounds fluorescent in Texas Red spectral region | max dye-equivalent concentration, M | Compound fluorescence, Texas Red channel, 547/618 nm; hits give high values | AID 587 | 0.06% of 59,000 active; in the data active = max dye-equivalent concentration above about 10 nM; inconclusive = between about 1.1 nM and that limit
#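 qHTS profiling of intrinsic compound fluorescence; 100 mM Tris pH 8.0; 15 min RT; ex 547 / em 618 nm; response expressed as Texas Red dye-equivalent concentration from six-point plate standard.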
# 15-hLO inh = inhibitors of human 15-lipoxygenase (ALOX15); P16050; 1.4% of 74,000 active; purified 15hLO-1, xylenol orange hydroperoxide absorbance; Potency, µM (doses to about 57.1 µM), without a hit: top-dose activity change, negative = inhibition, hits mostly inhibitors; note: potency is the fitted concentration of half-maximal effect; % is set by controls: 0 for no effect and ±100 for the full control effect; nearly all actives have a fitted effect of over 55% in size
# Target sequence (P16050 whole entry, looked up): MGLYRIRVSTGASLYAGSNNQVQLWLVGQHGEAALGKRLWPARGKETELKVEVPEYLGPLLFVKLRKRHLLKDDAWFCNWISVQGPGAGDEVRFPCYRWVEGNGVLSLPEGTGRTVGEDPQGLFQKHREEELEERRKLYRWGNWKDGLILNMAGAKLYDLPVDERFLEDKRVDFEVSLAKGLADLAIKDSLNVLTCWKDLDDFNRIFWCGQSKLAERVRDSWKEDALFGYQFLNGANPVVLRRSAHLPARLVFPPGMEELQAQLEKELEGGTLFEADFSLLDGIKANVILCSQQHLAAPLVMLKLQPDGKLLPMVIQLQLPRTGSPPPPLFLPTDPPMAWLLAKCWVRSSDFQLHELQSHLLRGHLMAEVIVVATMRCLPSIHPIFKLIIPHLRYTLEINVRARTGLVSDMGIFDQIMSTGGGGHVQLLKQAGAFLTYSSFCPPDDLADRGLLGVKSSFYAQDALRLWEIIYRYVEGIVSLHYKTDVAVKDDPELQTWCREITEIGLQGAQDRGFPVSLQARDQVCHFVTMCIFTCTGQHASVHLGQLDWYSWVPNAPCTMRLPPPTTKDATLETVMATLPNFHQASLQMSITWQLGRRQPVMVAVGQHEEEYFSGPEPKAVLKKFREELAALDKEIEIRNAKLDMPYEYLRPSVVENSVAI
#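 Inhibition is scored from a chromogenic endpoint. After 15 min enzyme-compound contact, arachidonic acid (50 uM final) reacts 6 min with 40 nM 15hLO-1 at room temperature, then Fe-XO reagent is added for 30 min and absorbance ratio recorded.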
# HADH2 inh = HADH2 (human) dehydrogenase inhibition. recombinant HADH2, NADH fluorescence, beta-hydroxybutyryl-CoA. Potency, µM (doses to about 57.1 µM), without a hit: at the highest dose activity change, negative = inhibition, actives largely listed as inhibitors. 3.4% of 73,000 active. AID 886; note: potency is the fitted concentration of half-maximal effect; % is set by controls: 0 for no effect and ±100 for the full control effect; nearly all actives have a fitted effect of over 60% in size; many of its hits are not listed in these tables
# Target sequence (Q99714 whole entry, looked up, one chain of several): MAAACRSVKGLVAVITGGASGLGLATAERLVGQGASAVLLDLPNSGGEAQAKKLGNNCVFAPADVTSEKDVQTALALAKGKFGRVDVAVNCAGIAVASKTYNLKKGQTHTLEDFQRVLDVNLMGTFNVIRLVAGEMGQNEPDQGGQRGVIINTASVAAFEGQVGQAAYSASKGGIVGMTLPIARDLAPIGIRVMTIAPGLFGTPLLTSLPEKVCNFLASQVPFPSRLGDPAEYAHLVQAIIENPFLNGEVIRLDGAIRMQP
#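 Buffer 100 mM Tris-HCl pH 9.0/0.01% Tween-20; HADH2 20 nM; NAD+ 1 mM; beta-hydroxybutyryl-CoA 90 uM (all final). 15 min cpd preincubation, RT.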
# DNA Pol III inh = DNA polymerase III holoenzyme inhibition. reconstituted DNA polymerase III holoenzyme replication, biochemical. Potency, µM (titrated, usually from 57.1 µM), without a hit: at the top dose activity change, negative = inhibition. 0.25% of 71,000 active. AID 603; note: potency is the fitted concentration of half-maximal effect; % is set by controls: 0 for no effect and ±100 for the full control effect
#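 Reconstituted *E. coli* holoenzyme (0.35 nM Pol III, 1 nM beta, 154 nM SSB, 2 nM primase) was preincubated with compound for 15 min at RT. Synthesis on 1.4 nM ssM13Gori ran 35 min, then was stopped with PicoGreen/EDTA and read as dsDNA fluorescence.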
# Rhodamine autofl = compound autofluorescence in rhodamine spectral region; AID 594; Rhodamine-region fluorescence, 547/598 nm, Tris buffer; hits give high values; max dye-equivalent concentration, M; 0.05% of 59,000 active; in the data active = max dye-equivalent concentration above about 11 nM; inconclusive = between about 1.1 nM and that limit
#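 A six-point rhodamine series on each plate calibrates the signal. Compounds sit in 100 mM Tris (pH 8.0) for 15 min at ambient temperature before imaging through 547 nm/598 nm filters.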
# Ub-GFP proteasome = ubiquitin-GFP accumulation via proteasome inhibition; AID 526; Potency, µM (titrated, usually from 45.9 µM), inactives show at the top dose activation (GFP accumulation), actives largely listed as activators; Ubiquitin-GFP reporter cells, proteasome inhibition, GFP fluorescence; response scale: untreated = 0%, 10 µM MG-132 = 100%; 67,000 tested, under 10 active; active = well fitted activation curve with a large enough effect, not every such curve was filed as active; inconclusive = small, poorly fitted or top-dose-only effect, or another doubt; inactive = no such curve, though single readings can be large or run the other way; note: potency is the fitted concentration of half-maximal effect
#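 GFP accumulation read-out: laser plate cytometry counting ubiquitin(G76V)-GFP-expressing U2OS cells after 4 hr compound exposure at 37 °C. Titrations spanned 46 uM to 2.9 nM; 0% = basal, 100% = 10 uM MG-132; concentration-response curves fitted.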
# Fluorescein autfl = compound fluoresces in the fluorescein spectral region; Compound autofluorescence, 480/540 nm, fluorescein-equivalent; hits give high values; max fluorescein-equivalent concentration, M; 0.91% of 59,000 active; in the data active = max fluorescein-equivalent concentration above about 10 nM; inconclusive = between about 1.1 nM and that limit
#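 Normalized response (dye-equivalent concentration) derives from comparing each well's 540 nm emission, under 480 nm excitation, with plate-resident fluorescein standards. Compounds were held in 100 mM Tris, pH 8.0, for 15 min at room temperature.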
# Epigenetic mod = derepresses silenced GFP locus in mouse C127i cells | Potency, µM (doses to about 46.1 µM), without a hit: at the top dose GFP derepression (activation) | 0.09% of 68,000 active | AID 597 | mouse C127i GFP locus derepression, cytometry, 30 h; note: % of control where 0% means no effect
#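 Murine C127i mammary cells carrying a silenced, stably integrated CMV-driven GFP reporter were treated with compound for 30 hours at 37 C. After PBS washes, GFP-positive cells were counted by laser-scanning microplate cytometry.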
# 4-MU autofl = compound fluoresces in the 4-MU spectral region | compound autofluorescence, 340/450 nm, 4-MU equivalents; hits give high values | max dye-equivalent concentration, M | 11% of 59,000 active; in the data active = max dye-equivalent concentration above about 10 nM; inconclusive = mostly about 1.1 nM to 9.6 nM
#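 Compounds in 100 mM Tris, pH 8.0, sat 15 min at room temperature before fluorescence was read at 340 nm excitation/450 nm emission; a per-plate six-point 4-MU standard curve converted signals to dye-equivalent concentration at each compound concentration.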
# HBB splicing = hemoglobin beta splicing modulation; HBB splicing reporter cell assay, activation; EGFP reporter with mutant IVS2-654 intron; response scale: normalised to 500 nM splice-correcting PNA; Potency, µM (series often up to 46.1 µM), for the others: at the highest dose activation, hits mostly activators; 0.06% of 65,000 active; note: potency is the fitted concentration of half-maximal effect; 0% is about no effect
#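 Compounds were applied for 2 days to HeLa EGFP-654 cells, 500/well in Optimem with 2% FCS. The reporter's EGFP is disrupted by mis-splicing of beta-globin intron IVS2-654. Readout: summed well GFP fluorescence from 488 nm laser scanning; reference was 500 nM antisense […] 654 PNA.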
# Hsp90 Hop PPI = changes Hsp90-Hop TPR2A binding signal, up or down; AlphaScreen TPR2A-His6 binding biotin-Hsp90 C-terminal peptide; Potency, µM (top dose mostly 57 µM), without a hit: at the highest dose activity change, negative = inhibition; 0.44% of 71,000 active; active = well fitted curve in either direction with a large enough effect; inconclusive = small, poorly fitted or top-dose-only effect, or another doubt; note: potency is the fitted concentration of half-maximal effect; % is set by controls: 0 for no effect and ±100 for the full control effect; many of its hits are not listed in these tables
# Numbers without * were called inactive; i = inactive; ? = inconclusive; / = no result given; [ ] = another dose, or the depositor's remark. Unless noted, calls come from the whole dose curve; as a rule, active = well fitted curve in the direction sought with a large enough effect; inconclusive = small, poorly fitted or top-dose-only effect, or another doubt; inactive = no such curve, though single readings can be large; an effect the other way counts as inactive or inconclusive. Some of the compounds tested; the hit share may differ from the screen's.
SMILES	HBB splicing	DNA Pol III inh	Fluorescein autfl	Epigenetic mod	Rhodamine autofl	Texas Red fluor	HADH2 inh	Hsp90 Hop PPI	Ub-GFP proteasome	15-hLO inh	4-MU autofl
COc1cc(OC)cc(OCC(O)Cn2ccnc2C)c1 (stereo unspecified)	0.0%[57.5 µM]	-4%	?	-2%	i	i	3%	-2%	-4%	9%	i
CC1Cc2ccccc2N1S(=O)(=O)c1cccc(C(=O)c2nccn2C)c1 (stereo unspecified)	-1.2%	6%	i	0%	i	i	-6%	2%	-3%	-3%	i
O=c1ccc2cc3ccoc3cc2o1	/	-6%	i	0%[9.22 µM]	i	i	90%[activator]	1%	2%	0%[25.6 µM]	2e-08M*
CCOC(=O)C1CCCN(Cc2ccc3c(c2)OCO3)C1 (stereo unspecified)	3.3%	0%	i	3%	i	i	5%	-4%	-6%	3%	?
CCOC(=O)C1=C(C)NC(=O)NC1/C=C/c1ccccc1 (stereo unspecified)	3.2%	-7%	i	4%	i	?	5%	-3%	-5%	-3%	i
CCCSc1nnc2nc(C)cc(C)n12	0.6%	-6%	/	-2%	/	/	-4%	-8%	-13%	0%	/
COC(=O)Cn1c(C)nc(=O)c(-c2ccccc2)c1C	0.2%	-5%	/	-3%	/	/	1%	-5%	3%	10%	/
COc1ccc(N2CCN(C(CNS(=O)(=O)c3cccs3)c3cccnc3)CC2)cc1 (stereo unspecified)	0.6%	0%	?	-1%	i	?	-4%	-25%	-8%	-3%	i
COc1ccc(-c2nc3cnc(Nc4cccc(OC)c4)nc3n(C)c2=O)cc1	12%	-9%	i	-3%[9.22 µM]	i	i	9%	-29%	-2%	8%	i
O=C(c1cc(-c2cccs2)on1)N1CCCc2ccccc21	-0.3%	-3%	/	-3%	/	/	-9%	27%	6%	-19%	/
O=C(CC(c1ccccc1)c1ccccc1)NCCO	-2.1%[0.0738 µM]	-4%[11.4 µM]	/	0%	/	/	2%[11.4 µM]	-2%[11 µM]	-4%[9.17 µM]	16%[11.4 µM]	/
CC(C)OC(=O)c1nnn(-c2nonc2N)c1CN1CCCCCC1	0.9%	-3%	i	6%	i	i	-1%	-2%	4%	-1%	i
O=C(NC1CCCC1)C(c1cccnc1)N(C(=O)c1csnn1)C1CC1 (stereo unspecified)	0.6%	5%	i	1%	i	i	-6%	?	-4%	-8%	i
CC1CCc2c(sc3nc(SCC(=O)NCc4ccco4)nc(N)c23)C1 (stereo unspecified)	-5.9%[57.5 µM]	2%	i	2%	i	i	-8%	-2%	3%	-16%	2.2e-08M*
Cc1ccn2c(NC3CCCCC3)c(C)nc2c1	/	-5%	i	0%	i	i	-3%	-2%	1%	8%	i
CCCCN(CCCC)Cc1ccc(N)cc1	-0.5%	-4%	i	0%	i	i	5%	-3%	0%	-28%	i
O=c1cc(Nc2ccc3c(c2)OCCO3)[nH]c(=O)n1C1CCCCC1	0.2%	-1%	i	9%	i	?	-1%	2%	-7%	-7%	i
CC(=O)C1=C(C)NC(SCC(=O)c2ccc(F)cc2)=C(C#N)C1c1ccco1 (stereo unspecified)	?	5%	/	2%	/	/	?	17%	-11%	20µM*	/
CCOc1cc2[nH]c(=O)n(CCCCC(=O)NCc3ccco3)c(=O)c2cc1OCC	-2.0%	-4%	i	7%	i	i	11%	-5%	-7%	-2%	i
O=C(CCSc1ccccc1)Nc1ncccn1	-1.1%	3%	?	2%	i	i	6%	-5%	3%	6%	i
O=c1[nH]c(C(F)(F)F)nc2c1nnn2Cc1ccccc1F	/	-3%	i	1%	i	?	-5%	2%	5%	-2%	?
COCCNc1ncnc2c1cnn2-c1ccc(Cl)cc1	/	/	i	10%[20.6 µM]	i	i	/	/	/	/	i
COc1ccc(OC)c(-n2nnnc2SCC(=O)Nc2nc(C)c(C)s2)c1	/	-4%	i	-1%	i	?	30%[activator]	4%	1%	2%	i
O=C1CC(c2ccccc2)NC(=O)N1 (stereo unspecified)	/	/	?	0%[20.6 µM]	i	i	/	/	/	/	i
O=C1Nc2ccccc2C12OCCCO2	-1.4%	0%	?	0%	i	i	10%	0%	0%	-1%	i
Nc1ccc(-n2nnnc2-c2ccco2)cc1	/	-2%	i	4%	i	i	-13%	1%	-6%	7%	i
O=C(CN1CCN(c2nc(-c3ccc(Cl)cc3)cs2)CC1)NCc1ccco1	-0.4%[57.5 µM]	2%	?	-5%	i	i	-29%	-15%	-3%	-8%	i
COCCNC(=O)CN1C(=O)COc2ccc(Cl)cc21	0.4%	-1%	/	3%	/	/	4%	0%	3%	-7%	/
CCC(=O)Oc1cccc(C(=O)Nc2ccc(-c3nnc(-c4ccco4)o3)cc2)c1	-5.5%	2%	/	2%	/	/	-26%	-9%	5%	?	/
O=C(CCCCCN1C(=O)c2ccccc2C1=O)NCCc1nc2ccccc2[nH]1	/	9%	i	-3%	i	i	13%	1%	1%	-1%	i

# Some of the entries above, set out differently.
# Fields: HBB splicing | DNA Pol III inh | Fluorescein autfl | Epigenetic mod | Rhodamine autofl | Texas Red fluor | HADH2 inh | Hsp90 Hop PPI | Ub-GFP proteasome | 15-hLO inh | 4-MU autofl
Cc1ccn2c(NC3CCCCC3)c(C)nc2c1
→ / | -5% | i | 0% | i | i | -3% | -2% | 1% | 8% | i
CCCCN(CCCC)Cc1ccc(N)cc1
→ -0.5% | -4% | i | 0% | i | i | 5% | -3% | 0% | -28% | i

# The list continues.
SMILES	HBB splicing	DNA Pol III inh	Fluorescein autfl	Epigenetic mod	Rhodamine autofl	Texas Red fluor	HADH2 inh	Hsp90 Hop PPI	Ub-GFP proteasome	15-hLO inh	4-MU autofl
CCOC(=O)c1cc(=O)n2nc(-c3ccccc3F)nc2s1	0.1%[57.5 µM]	-2%	i	-2%	i	i	9%	-3%	4%	10%	?
CCN(CC)CCNC(=O)c1nn(-c2ccc(C)cc2)c(=O)c2c1c1ccccc1n2C	9.5%[0.369 µM]	-4%	?	2%	i	i	6%	-3%	-5%	3%	?
C=CCn1c(SCc2ccc3nonc3c2)nnc1-c1cccs1	-0.9%	1%	i	-4%	i	i	-2%	-4%	-3%	-4%	?
CC1CCCCN1CCNC(=O)CN1C(=O)COc2ccccc21 (stereo unspecified)	-0.5%	0%	i	1%	i	i	3%	-2%	-7%	1%	i
CCCC1(C(=O)O)NC(c2cccc(OC)c2O)C2C(=O)N(c3ccccc3)C(=O)C21 (stereo unspecified)	0.1%	7%	/	/	/	/	-3%	-4%	3%	6%	/
O=C(Cc1ccc(Cl)cc1)NCCN1CCCC1	-1.0%	6%	i	5%	i	i	-8%	-1%	3%	0%	i
O=C(CC1C(=O)OCN1C(=O)OCc1ccccc1)OCC(=O)c1ccccc1 (stereo unspecified)	/	-3%	i	3%	i	i	23%	3%	-2%	-4%	i
O=C1CCCCC1	-0.8%	-3%	/	/	/	/	-13%	-3%	/	0%	/
O=C(CCn1c(=O)c2ccccc2n(Cc2cc(=O)n3ccccc3n2)c1=O)NCc1ccco1	4.4%	0%	i	1%	i	i	?	1%	-2%	-6%	5.1e-08M*
C[C@@H]1C=C[C@](Cc2ccccc2)(C(=O)NCCCNc2ncc(C(F)(F)F)cc2Cl)N1C(=O)c1ccccc1	-1.3%	-11%	/	/	/	/	4%	2%	/	-21%	/
CCOc1ccc(CCNC(=O)c2cccnc2N2CCCC2)cc1OCC	-0.7%	-4%	i	0%	i	i	2%	-2%	-2%	1%	i
COC(=O)C(C)Sc1nc2c(c(=O)n1-c1ccccc1)SCC2 (stereo unspecified)	-0.6%	1%	i	2%	i	i	-5%	-2%	-2%	13%	i
O=C(CCCn1c(=S)[nH]c2ccccc2c1=O)N1CCCCC1	1.8%	-5%	?	2%	i	?	-7%	-5%	-7%	-2%	i
Cn1c(=O)c2c(nc(CN3CCC(C(N)=O)CC3)n2Cc2c(F)cccc2Cl)n(C)c1=O	0.3%[0.369 µM]	-3%	?	0%	i	i	2%	-5%	/	-7%	i
N#Cc1nc(-c2cccs2)oc1NCc1ccccc1	/	/	i	4%[20.6 µM]	i	i	/	/	/	/	4.9e-07M*
CCn1c(SCC(=O)Nc2cc3oc4ccccc4c3cc2OC)nnc1-c1cccs1	-0.6%	-10%	i	-3%	i	?	6%	3%	-5%	-13%	i
O=C(NCc1ccccc1Cl)C1CCCN(S(=O)(=O)c2cnc[nH]2)C1 (stereo unspecified)	0.1%	4%	/	0%	/	/	5%	-3%	6%	3%	/
COc1ccc(-n2c(Cn3c(=O)sc4ccccc43)nnc2SCC(=O)N2CCCC2)cc1	-1.0%	-8%	/	0%	/	/	-3%	-5%	3%	5%	/
COc1ccc(-c2nc(C#N)c(NCCc3ccccc3)o2)cc1	0.1%	0%	i	2%	i	?	25µM*	-6%	-1%	-21%	i
CCCn1c(SCC(=O)N2CCCc3ccccc32)nnc1-c1ccco1	/	-7%	?	-1%	i	?	-1%	-6%	6%	-4%	i
